Screening results (PubChem BioAssay)
NSD2 block: NSD2 (human) methyltransferase inhibition | 0.07% of 44,000 active | inhibition, % at 12.5 µM | NSD2-SET H3K36me1 DELFIA fluorescence, biochemical; in the data active = inhibition above about 54%, passing the limit was not always enough;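 also: inhibitors reduce the monomethyl H3K36 fluorescence signal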
* marks the source's active call; other numbers are inactive results; i = inactive. Some of the compounds tested. The share of hits here may be higher or lower than overall.

SMILES	NSD2 block
C[C@@H]1CN([C@H](C)CO)C(=O)c2cc(NS(=O)(=O)c3ccccc3)ccc2O[C@@H](C)CCCCO[C@@H]1CN(C)C(=O)CCCN(C)C	1.8
Cc1noc(C)c1S(=O)(=O)Nc1ccc2c(c1)C(=O)N([C@H](C)CO)C[C@@H](C)[C@H](CN(C)C(=O)C1CCCCC1)OCCCC[C@@H](C)O2	1.1
COc1cc2c(cc1OC)CN(C(=O)[C@H]1[C@@H]3C(=O)O[C@@H](c4ccccc4)[C@@H](c4ccccc4)N3[C@@H](c3ccccc3OCCO)[C@]13C(=O)Nc1ccc(C#CCNC(N)=O)cc13)CC2	-2.1
CC(C)NC(=O)N(C)C[C@@H]1Oc2ccc(NC(=O)Cc3ccccc3)cc2CC(=O)N([C@@H](C)CO)C[C@@H]1C	-0.9
Cc1noc(C)c1S(=O)(=O)N(C)C[C@@H]1OCCCC[C@@H](C)Oc2ccc(NC(=O)CCCN(C)C)cc2C(=O)N([C@H](C)CO)C[C@@H]1C	4.7
C[C@@H]1CN([C@H](C)CO)C(=O)c2cc(C#Cc3ccccn3)cnc2O[C@H]1CN(C)CC1CCOCC1	-6.1
C[C@H]1CN([C@@H](C)CO)C(=O)c2cccc(NC(=O)Nc3cccc4ccccc34)c2O[C@H]1CN(C)C(=O)Nc1ccc(F)cc1	-2.1
C[C@H]1CN([C@@H](C)CO)C(=O)CCCn2cc(nn2)CO[C@H]1CN(C)C(=O)Nc1ccc(F)cc1	1.2
COc1ccc(NC(=O)N(C)C[C@H]2Oc3ccc(NC(=O)c4ccncc4)cc3C(=O)N([C@H](C)CO)C[C@@H]2C)cc1	8.4
Cc1noc(C)c1NC(=O)N(C)C[C@@H]1Oc2ncc(C#CCC(C)C)cc2C(=O)N([C@@H](C)CO)C[C@H]1C	0.1
COc1ccc(S(=O)(=O)Nc2ccc3c(c2)C(=O)N([C@@H](C)CO)C[C@@H](C)[C@@H](CN(C)S(=O)(=O)c2cccs2)O3)cc1	0.2
C[C@H](CO)N1C[C@H](C)[C@H](CN(C)C(=O)NC2CCCCC2)Oc2ncc(C#Cc3ccccc3)cc2C1=O	-4.5
C[C@H](CO)N1C[C@H](C)[C@@H](CN(C)Cc2ccncc2)Oc2ncc(C3=CCCCC3)cc2C1=O	3.4
C[C@@H]1CN([C@@H](C)CO)C(=O)c2cccc(N(C)C)c2O[C@@H]1CN(C)C(=O)Nc1cccc2ccccc12	5.1
CC1=CC(/C=C(\C)CCC(O)C(O)/C=C/C(=O)O)C2(O)C(=O)NC(CC(C)C)C2C1C (stereo unspecified)	-6.3
CCOc1cc(/C=N/NC(=O)c2ccccn2)ccc1O	2.4
C[C@H]1CN([C@@H](C)CO)C(=O)c2cc(C3=CCCC3)cnc2O[C@@H]1CN(C)C(=O)c1ccc(F)cc1	8.6
C[C@@H]1CCCCO[C@@H](CN(C)Cc2ccccc2)[C@H](C)CN([C@@H](C)CO)C(=O)c2cc(NC(=O)Nc3cccc4ccccc34)ccc2O1	0.9
C[C@@H]1CN([C@H](C)CO)C(=O)c2cc(NC(=O)Cc3ccccc3)ccc2O[C@@H]1CN(C)C(=O)Nc1ccc2c(c1)OCO2	-1.2
C[C@H]1CN([C@@H](C)CO)C(=O)c2ccccc2-c2ccccc2CO[C@@H]1CN(C)C(=O)C1CC1	-0.3
C[C@H]1CN([C@@H](C)CO)C(=O)Cc2cc(NC(=O)CCCCCC(=O)Nc3ccccc3N)ccc2O[C@@H]1CN(C)Cc1ccccc1	0.3
C[C@H](CO)N1C[C@H](C)[C@H](CN(C)Cc2ccc(C(F)(F)F)cc2)Oc2ccc(NC(=O)Nc3ccccc3)cc2CC1=O	-5.6
C[C@@H]1CN([C@H](C)CO)C(=O)Cc2cc(NC(=O)c3ccncc3)ccc2O[C@H]1CN(C)Cc1ccc(C(F)(F)F)cc1	-6.6
CCCC#Cc1ccc2c(c1)O[C@H](CN(C)C(=O)NC(C)C)[C@H](C)CN([C@H](C)CO)S2(=O)=O	0.7
COc1ccc(S(=O)(=O)Nc2ccc3c(c2)C(=O)N([C@@H](C)CO)C[C@H](C)[C@H](CN(C)S(=O)(=O)c2ccccc2)OCCCC[C@@H](C)O3)cc1	-4.1
COc1ccc(NC(=O)N(C)C[C@@H]2Oc3ccc(NS(=O)(=O)c4cccs4)cc3CC(=O)N([C@H](C)CO)C[C@H]2C)cc1	-446.8
C[C@@H]1CN([C@@H](C)CO)C(=O)c2cccc(NC(=O)c3ccc(-c4nccs4)cc3)c2O[C@H]1CN(C)CC1CC1	-5.3
O=C(N/N=C/c1ccccc1O)c1ccccc1O	-5.5
COc1ccc(S(=O)(=O)N(C)C[C@H]2OCCCC[C@@H](C)Oc3ccc(NC(=O)CCCN(C)C)cc3C(=O)N([C@H](C)CO)C[C@@H]2C)cc1	0.5
Cc1ccc(S(=O)(=O)N(C)C[C@@H]2Oc3ncc(C#CC4(O)CCCC4)cc3C(=O)N([C@@H](C)CO)C[C@H]2C)cc1	-7.2

Among those listed so far, two contain a CF3 group.
SMILES	NSD2 block
C[C@H](CO)N1C[C@H](C)[C@H](CN(C)Cc2ccc(C(F)(F)F)cc2)Oc2ccc(NC(=O)Nc3ccccc3)cc2CC1=O	-5.6
C[C@@H]1CN([C@H](C)CO)C(=O)Cc2cc(NC(=O)c3ccncc3)ccc2O[C@H]1CN(C)Cc1ccc(C(F)(F)F)cc1	-6.6

New compounds follow
SMILES	NSD2 block
C[C@H](CO)N1C[C@H](C)[C@H](CN(C)C(=O)Nc2ccccc2)Oc2ccc(NC(=O)Cn3cnnn3)cc2C1=O	2.5
CC(C)NC(=O)Nc1ccc2c(c1)C(=O)N([C@H](C)CO)C[C@@H](C)[C@H](CN(C)Cc1ccc(Cl)c(Cl)c1)O2	-4.5
Cc1ccc(S(=O)(=O)Nc2ccc3c(c2)C(=O)N([C@@H](C)CO)C[C@@H](C)[C@H](CN(C)C(=O)Nc2ccc(F)cc2)OCCCC[C@@H](C)O3)cc1	-9.0
O=C(C[C@H]1C[C@H]2c3cc(NC(=O)c4ccc5c(c4)OCO5)ccc3O[C@H]2[C@H](CO)O1)NC1CCCCC1	6.2
C[C@@H]1CCCCO[C@H](CN(C)Cc2ccc(C(F)(F)F)cc2)[C@@H](C)CN([C@H](C)CO)C(=O)c2cc(NC(=O)c3ccncc3)ccc2O1	-9.2
COC(=O)CCCCCCC(=O)N/N=C/c1ccc(-c2ccccc2)cc1	1.7
Cc1ccc2c(c1)c1c(n2CC(O)CO)C(=O)CCC1 (stereo unspecified)	3.3
COCCCNC(=O)[C@@]1(C)c2ccccc2C(=O)N(Cc2cc(C(F)(F)F)cc(C(F)(F)F)c2)[C@H]1c1ccc(CO)cc1	-1.4
COc1cccc(S(=O)(=O)N[C@@H]2CC[C@@H](CC(=O)NC3CCC3)O[C@@H]2CO)c1	2.5
C[C@H]1CN([C@@H](C)CO)C(=O)c2cc(-c3ccncc3)cnc2O[C@@H]1CN(C)C(=O)CN1CCOCC1	-1.3
COc1cccc(C#Cc2ccc3c(c2)O[C@@H](CN(C)C(C)=O)[C@H](C)CN([C@H](C)CO)S3(=O)=O)c1	-5.1
C[C@@H]1CN([C@H](C)CO)C(=O)c2cc(NC(=O)NC3CCCCC3)ccc2O[C@H]1CN(C)Cc1ccc(Cl)c(Cl)c1	-2.3
CCC(=O)N(C)C[C@@H]1Oc2cc(C#C[C@@H](C)O)ccc2S(=O)(=O)N([C@@H](C)CO)C[C@H]1C	0.6
O=C(CCCCCC(=O)Nc1ccccc1O)N/N=C/c1ccccc1C(=O)O	-5.6
O=C(N/N=C/c1ccc(-n2ccnc2)cc1)c1ccccn1	0.8
COCCNC(=O)C[C@H]1C=C[C@H](NC(=O)NC2CCCCC2)[C@H](CO)O1	1.8
O=C(N/N=C/c1ccc(Br)o1)c1ccccn1	8.0
C[C@H](CO)N1C[C@H](C)[C@@H](CN(C)Cc2ccc3c(c2)OCO3)Oc2ccc(NC(=O)Nc3cccc4ccccc34)cc2CC1=O	1.8
C[C@@H]1CN([C@H](C)CO)C(=O)Cc2cc(NC(=O)Nc3ccc(C(F)(F)F)cc3)ccc2O[C@H]1CN(C)Cc1ccc(Cl)c(Cl)c1	-1.4
COc1ccc(C#Cc2ccc3c(c2)O[C@H](CN(C)C(C)=O)[C@H](C)CN([C@H](C)CO)S3(=O)=O)cc1	-5.6
C[C@@H]1CN([C@@H](C)CO)C(=O)Cc2cc(NC(=O)CCC(F)(F)F)ccc2O[C@H]1CN(C)S(=O)(=O)c1ccc(F)cc1	-4.1
O=Cc1c2[nH]c3ccccc3c2cc2[nH]c3ccccc3c12	-2.0
C[C@H]1CN([C@@H](C)CO)C(=O)c2cc(NC(=O)Cc3ccccc3)ccc2O[C@@H]1CN(C)C(=O)NC1CCCCC1	1.8
C[C@@H]1CN([C@H](C)CO)C(=O)c2cc(NS(C)(=O)=O)ccc2O[C@@H]1CN(C)C(=O)Nc1ccc2c(c1)OCO2	-23.7
COc1ccc(CN(C)C[C@@H]2Oc3ccc(NS(=O)(=O)c4ccc(OC)cc4)cc3CC(=O)N([C@H](C)CO)C[C@@H]2C)cc1	-0.6
C[C@H]1CN([C@@H](C)CO)C(=O)c2cc(NC(=O)c3ccncc3)ccc2O[C@H]1CN(C)C	1.9
C[C@@H]1CN([C@@H](C)CO)C(=O)Cc2cc(NC(=O)CCCCCC(=O)Nc3ccccc3N)ccc2O[C@@H]1CN(C)Cc1ccncc1	-1.2
Cc1noc(C)c1S(=O)(=O)Nc1ccc2c(c1)CC(=O)N([C@H](C)CO)C[C@H](C)[C@@H](CN(C)Cc1ccc3c(c1)OCO3)O2	1.5
Cc1ccc(S(=O)(=O)N(C)C[C@H]2Oc3ccc(NC(=O)CCCCCC(=O)Nc4ccccc4N)cc3CC(=O)N([C@H](C)CO)C[C@H]2C)cc1	0.9
Cc1noc(C)c1NC(=O)N(C)C[C@H]1Oc2ccc(NS(=O)(=O)c3ccccc3)cc2C(=O)N([C@@H](C)CO)C[C@H]1C	9.9
O=C(CCCCC(=O)N/N=C/c1cccnc1Br)NO	-0.8
COc1ccc(NC(=O)N(C)C[C@@H]2OCCCC[C@H](C)Oc3ccc(NS(C)(=O)=O)cc3C(=O)N([C@@H](C)CO)C[C@@H]2C)cc1	i
CC(C)NC(=O)Nc1ccc2c(c1)C(=O)N([C@H](C)CO)C[C@H](C)[C@@H](CN(C)Cc1ccncc1)OCCCC[C@@H](C)O2	-0.6
C[C@@H]1CN([C@@H](C)CO)C(=O)c2cc(NS(C)(=O)=O)ccc2O[C@@H]1CN(C)S(=O)(=O)c1ccc(Cl)cc1	6.8
C[C@@H]1CN([C@@H](C)CO)C(=O)c2cccc(NC(=O)c3nc4ccccc4s3)c2O[C@@H]1CN(C)C(=O)Nc1cccc2ccccc12	4.2
C[C@@H]1CN([C@@H](C)CO)S(=O)(=O)c2ccc(C#Cc3cccc(F)c3)cc2O[C@@H]1CN(C)C	5.6
C[C@@H]1CN([C@H](C)CO)C(=O)CCCn2cc(nn2)CO[C@@H]1CN(C)S(=O)(=O)c1cccc(F)c1	13.9
CC(Oc1ccc(-c2ccccc2)cc1)C(=O)Nc1ccccc1[N+](=O)[O-] (stereo unspecified)	0.4
COc1ccccc1C#Cc1cnc2c(c1)C(=O)N([C@@H](C)CO)C[C@@H](C)[C@H](CN(C)C(C)=O)O2	0.5
CCCNC(=O)[C@@]1(c2ccc([N+](=O)[O-])cc2)CC(=O)N(CC23CC4CC(CC(C4)C2)C3)[C@@H]1c1ccc(CO)cc1I	-6.9

Of the compounds above, these contain a nitro group on carbon.
SMILES	NSD2 block
CC(Oc1ccc(-c2ccccc2)cc1)C(=O)Nc1ccccc1[N+](=O)[O-] (stereo unspecified)	0.4
CCCNC(=O)[C@@]1(c2ccc([N+](=O)[O-])cc2)CC(=O)N(CC23CC4CC(CC(C4)C2)C3)[C@@H]1c1ccc(CO)cc1I	-6.9

Of the compounds above, these have two or more sulfur atoms.
SMILES	NSD2 block
COc1ccc(S(=O)(=O)Nc2ccc3c(c2)C(=O)N([C@@H](C)CO)C[C@@H](C)[C@@H](CN(C)S(=O)(=O)c2cccs2)O3)cc1	0.2
COc1ccc(S(=O)(=O)Nc2ccc3c(c2)C(=O)N([C@@H](C)CO)C[C@H](C)[C@H](CN(C)S(=O)(=O)c2ccccc2)OCCCC[C@@H](C)O3)cc1	-4.1
COc1ccc(NC(=O)N(C)C[C@@H]2Oc3ccc(NS(=O)(=O)c4cccs4)cc3CC(=O)N([C@H](C)CO)C[C@H]2C)cc1	-446.8
C[C@@H]1CN([C@@H](C)CO)C(=O)c2cc(NS(C)(=O)=O)ccc2O[C@@H]1CN(C)S(=O)(=O)c1ccc(Cl)cc1	6.8

The list continues:
SMILES	NSD2 block
Cc1cc(C(=O)Nc2cccc3c2O[C@@H](CN(C)Cc2ccc(C(=O)Nc4ccccc4N)cc2)[C@@H](C)CN([C@H](C)CO)C3=O)n(C)n1	7.7
C[C@@H]1CN([C@H](C)CO)C(=O)c2cccc(NC(=O)c3cnccn3)c2O[C@@H]1CN(C)Cc1ccc(Cl)c(Cl)c1	-2.7
COc1ccc(-c2cnc3c(c2)C(=O)N([C@H](C)CO)C[C@H](C)[C@H](CN(C)C(=O)Nc2ccc(F)cc2)O3)cc1	18.7
COc1cc(C(=O)O)cc(OC)c1O	-0.5
COc1ccc(CN(C)C[C@H]2OCc3cn(nn3)CCCC(=O)N([C@H](C)CO)C[C@H]2C)cc1	-2.1
COc1ccc(S(=O)(=O)N(C)C[C@@H]2Oc3ccc(NC(=O)CCN4CCOCC4)cc3C(=O)N([C@H](C)CO)C[C@@H]2C)cc1	2.7
C[C@@H]1CCCCO[C@H](CN(C)Cc2ccc3c(c2)OCO3)[C@@H](C)CN([C@H](C)CO)C(=O)c2cc(NS(=O)(=O)c3cn(C)cn3)ccc2O1	2.8
C[C@@H]1CN([C@H](C)CO)C(=O)c2cc(C#CC3(O)CCCC3)cnc2O[C@H]1CN(C)S(=O)(=O)c1ccccc1	7.4
C[C@@H]1CN([C@H](C)CO)C(=O)Cc2cc(NS(=O)(=O)c3ccc(Cl)cc3)ccc2O[C@@H]1CN(C)C(=O)NC1CCCCC1	0.5
CC(C)NC(=O)Nc1ccc2c(c1)C(=O)N([C@@H](C)CO)C[C@@H](C)[C@H](CN(C)Cc1ccncc1)O2	-2.4
C[C@H]1CN([C@@H](C)CO)C(=O)Cc2cc(NS(=O)(=O)c3cccs3)ccc2O[C@@H]1CN(C)C(=O)Nc1ccc(F)cc1	1.1
